Ecoli viability: reduces bacterial viability in AddAB counter-screen; E. coli V3065 growth, OD600 absorbance, 18 h; inhibition, % at 11.9 µM; actives 0.27% (n = 330,000); AID 449728;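 active means inhibition above the campaign's mean inhibition across all tested compounds plus 3 SD, cut at about 9.9% in these data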;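 further: uninfected addAB+ strain grown without phage in ampicillin broth; 0% = DMSO wells and 100% = ciprofloxacin 0.95 µg/ml wells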
phage Ecoli inh: E. coli growth loss with phage present | growth absorbance | inhibition, % at 11.9 µM | actives 0.26% (n = 360,000); in the data active means inhibition above about 11%
OPRM1-OPRD1 inv: inverse agonists of human mu-delta opioid receptor heterodimerization. AID 504357. P35372+P41143. cell-based MOR-DOR heterodimer luminescence, inverse agonism. actives 0.21% (n = 340,000). inhibition, % at 9.3 µM; in the data active means inhibition above about 22%, passing the limit was not always enough;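 further: 0% = cells with DMSO and 100% = wells without cells with DMSO; values of inactives mirror those of a sister screen read the other way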
Tat transport: E. coli Tat transport inhibition; inhibition, % at 10 µM; AID 488895; E. coli MC4100 TorA-mCherry Tat export, fluorescence; actives 0.036% (n = 340,000);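 active means mean replicate inhibition at least 50% and at least half of replicates individually reaching 50%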;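 further: exported cargo escapes ClpAP degradation while cytoplasmic cargo is degraded and loses fluorescence; 0% = median of neutral control wells and 100% = median of NaSCN control wells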
MOR-DOR ag: agonists of human mu-delta opioid receptor heterodimerization; P35372+P41143; cells, OPRM1-OPRD1 heterodimerization, luminescence; activation, % at 9.3 µM; actives 0.3% (n = 340,000); AID 504326; in the data active means activation above about 18%;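 further: 0% = vehicle-treated cells and 100% = reference agonist; values of inactives mirror those of a sister screen read the other way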
Arrestin-AP2 inh: human beta-arrestin and AP2 interaction inhibition; FITC-arrestin peptide / GST-AP2 beads, flow cytometry; AP2 beta2 appendage carries R879A mutation; actives 0.31% (n = 340,000); inhibition, % at 10 µM;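 active means inhibition above a set limit, near 3 SD of compounds lacking own fluorescence, cut at about 54% in these data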;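 further: plate controls were DMSO wells for no effect and 5 µM unlabelled arrestin peptide for full effect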
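Measured by: flow cytometry, FL1 (488/535 nm); Material: AP2 appendage R879A on GSH beads; Evaluation: percent response; Timing: pre-incubation 12 min, peptide binding 1 h, room temperature; Also added: 50 nM FITC-arrestin peptide; Medium: PBS with 0.05% Tween 20 and 0.1% BSA.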
PfHsp90 yeast 2: growth inhibition of yeast expressing Plasmodium Hsp90. S. cerevisiae expressing PfHsp90, BacTiter-Glo ATP, 48 h; yeast lacking PDR1 and PDR3 efflux regulators. inhibition, % at 9.4 µM. actives 0.32% (n = 310,000);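 active means every replicate shows inhibition above about 80%, whatever the replicate mean, limit read from the data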;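 further: 0% = DMSO neutral controls and 100% = 20 µM radicicol positive controls; yeast relying on Plasmodium falciparum Hsp90 in place of its own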
Pemphigus Ab inh: inhibitors of pemphigus antibody binding to human desmoglein-3; P32926; DSG3-coupled beads, scFv-anti-DSG3-GFP binding, flow cytometry; active compounds read low; binding (percent of control), % at 10 µM; actives 0.48% (n = 310,000); AID 588358;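 active means binding more than 3 SD below its plate's average and above zero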;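 further: hits lower antibody fragment binding to DSG3; some compounds called inactive have numbers as strong as hits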
Target sequence (P32926 whole entry, looked up, the tested form may be a part): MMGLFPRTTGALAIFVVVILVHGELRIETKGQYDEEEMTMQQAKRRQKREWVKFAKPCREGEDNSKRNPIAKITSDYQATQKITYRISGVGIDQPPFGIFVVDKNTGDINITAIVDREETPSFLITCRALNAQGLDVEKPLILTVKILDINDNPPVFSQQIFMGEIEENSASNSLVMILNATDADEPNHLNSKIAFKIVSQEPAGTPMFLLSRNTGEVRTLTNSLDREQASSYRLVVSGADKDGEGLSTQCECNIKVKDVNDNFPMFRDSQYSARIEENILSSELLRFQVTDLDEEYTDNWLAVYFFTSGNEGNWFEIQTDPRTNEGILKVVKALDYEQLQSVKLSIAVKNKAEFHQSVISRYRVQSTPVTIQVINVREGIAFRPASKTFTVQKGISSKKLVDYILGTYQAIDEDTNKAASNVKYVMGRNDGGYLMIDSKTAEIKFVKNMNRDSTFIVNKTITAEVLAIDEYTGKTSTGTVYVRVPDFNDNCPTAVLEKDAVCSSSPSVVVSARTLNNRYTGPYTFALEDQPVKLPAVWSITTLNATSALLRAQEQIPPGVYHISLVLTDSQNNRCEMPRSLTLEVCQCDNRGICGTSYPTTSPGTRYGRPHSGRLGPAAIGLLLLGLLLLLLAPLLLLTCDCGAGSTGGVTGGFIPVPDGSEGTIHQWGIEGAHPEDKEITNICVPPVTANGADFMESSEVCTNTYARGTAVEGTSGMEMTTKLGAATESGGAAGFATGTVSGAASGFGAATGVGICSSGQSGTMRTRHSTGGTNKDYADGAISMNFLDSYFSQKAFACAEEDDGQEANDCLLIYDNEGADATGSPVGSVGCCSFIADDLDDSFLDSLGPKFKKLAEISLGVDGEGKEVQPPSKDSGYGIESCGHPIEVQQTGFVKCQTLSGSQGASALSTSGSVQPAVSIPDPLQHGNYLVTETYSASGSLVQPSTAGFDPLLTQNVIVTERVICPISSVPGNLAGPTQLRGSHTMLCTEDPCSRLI
Mot1-301 SUMO: inhibitors of SUMOylation pathway: yeast Mot1-301 growth rescue | S. cerevisiae Mot1-301 growth rescue, ATP luminescence, 38.5C; percent above DMSO median, 100 means doubled | growth rescue, % at 18.8 µM | actives 1% (n = 320,000) | AID 2716;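 active means every valid replicate shows activation above 250% relative to neutral control wells; inactive means the rest, any valid replicate at or below 250%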;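 further: OY570 slx delta 5 strain wells were the positive control but not used for scaling; some compounds called inactive have numbers as strong as hits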
AddAB inh: less growth of phage-infected E. coli with AddAB | E. coli expressing H. pylori AddAB, absorbance growth | inhibition, % at 11.9 µM | actives 0.29% (n = 330,000) | AID 435030; in the data active means inhibition above about 12%;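 further: 0% = vehicle wells of infected cells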
PKA-R1A act: activates the PKA-R1A holoenzyme complex; P00514+P68181; PKA-R1A dissociation, Cy5-IP20 fluorescence polarization; scaled: DMSO 0%, 113 µM cGMP 100%; activation, % at 11.4 µM; actives 0.083% (n = 340,000);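 active means percent activation above the mean of all tested compounds plus 3 SD, cut at about 19% in these data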;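 further: higher means more PKAc released from R1A so a rise in polarization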
Starred values were filed as active, the others as inactive; . = no result given.

SMILES | Ecoli viability | phage Ecoli inh | OPRM1-OPRD1 inv | Tat transport | MOR-DOR ag | Arrestin-AP2 inh | PfHsp90 yeast 2 | Pemphigus Ab inh | Mot1-301 SUMO | AddAB inh | PKA-R1A act
CCOC(=O)C1=C(CS(=O)(=O)c2ccccc2)NC(=O)NC1c1ccc(OC)c(OC)c1 (stereo not drawn) | 1.7 | -0.8 | 10.3 | -5.7 | -2.0 | -8.9 | 6.1 | 88.6 | 174.9 | 3.2 | -8.2
COc1ccc(CN2C(=O)c3cccnc3C2=O)cc1S(=O)(=O)NC1CCCCC1 | 0.9 | 1.5 | 0.7 | 4.2 | -0.1 | 17.2 | -28.3 | 105.7 | -3.1 | 2.4 | 4.5
COc1ccc(CCNC(=O)CCC2COc3ccccc3O2)cc1OC (stereo not drawn) | -2.1 | 1.2 | 9.3 | 3.5 | -1.8 | 27.2 | 5.7 | 101.3 | 92.1 | 0.2 | 2.7
CN(C(=O)CC(NC(=O)c1ccccc1Cl)c1ccccc1)c1ccccc1 (stereo not drawn) | -1.2 | -1.6 | 12.2 | 3.5 | -2.1 | 7.4 | 22.5 | 116.2 | 1.0 | 0.0 | 3.0
CNC(=S)N1CCN(CCNC2=CC(=O)CC(C)(C)C2)CC1 | 1.2 | 2.7 | 10.1 | -0.2 | -2.0 | -8.4 | -10.0 | 99.2 | -3.4 | 1.3 | -3.5
O=C(c1ccc([N+](=O)[O-])cc1[N+](=O)[O-])N1CCN(C(=O)C2CCCO2)CC1 (stereo not drawn) | 1.6 | 6.6 | -9.5 | 2.0 | 1.8 | -8.6 | -1.4 | 105.2 | -1.7 | 0.9 | -7.7
CC(C)(C)C(=O)CSc1nnc(-c2cccs2)n1CC1CCCO1 (stereo not drawn) | -1.0 | 1.9 | 11.5 | 1.3 | -2.8 | 1.0 | -5.1 | . | 10.4 | 2.2 | -16.0
COc1ccccc1OC(=O)CN1C(=O)c2ccccc2C1=O | 0.6 | 0.4 | 3.0 | 0.8 | -0.5 | 7.5 | -11.0 | 102.1 | -2.8 | 3.2 | -3.4
CCn1cc(/C=N/NS(=O)(=O)c2ccc(C)cc2)c(C)n1 | -0.3 | 4.0 | -1.1 | -7.5 | 0.2 | 10.8 | . | 107.3 | -12.3 | 4.2 | 7.4
CC1(C)CC(=O)C2=C(C1)N=C1SCCC(=O)N1C2c1ccc(C(F)(F)F)cc1 (stereo not drawn) | -0.2 | 2.8 | -26.3 | 13.7 | 4.9 | -1.7 | -30.4 | 102.7 | -21.0 | 0.4 | -10.3
CC(C)(C)c1cc(C(=O)N/N=C/c2cc3c(cc2Br)OCO3)n[nH]1 | 3.6 | 3.2 | -44.5 | 0.5 | 8.2 | 4.1 | -35.6 | 101.3 | -7.0 | 7.4 | -1.6
Cc1ccccc1C(=O)Nc1ccc(C(=O)N/N=C/c2ccncc2)cc1 | -2.0 | 1.0 | 7.6 | 12.7 | -1.3 | 33.5 | -16.1 | 108.8 | 126.7 | 0.4 | -8.6
CSCCC(NS(=O)(=O)c1ccc(C)cc1)C(=O)N1CCCCCCC1 (stereo not drawn) | -0.3 | -1.1 | 5.2 | -3.3 | -1.4 | -2.8 | 25.0 | 114.5 | -18.2 | 2.2 | 0.4
Cc1cnc(C(=O)OCc2ccc(COC(=O)c3cnc(C)cn3)cc2)cn1 | 1.0 | 0.4 | 0.1 | -1.1 | 0.0 | 14.0 | -26.7 | 102.0 | 39.3 | 0.6 | 4.6
COc1cccc(NC(=O)c2ccc(NS(=O)(=O)c3cccs3)cc2)c1 | . | 2.4 | 1.2 | -0.4 | -0.2 | -9.7 | . | 108.4 | . | . | -1.9
Cc1[nH]n(-c2ccccc2)c(=O)c1N=Nc1ccc2c(c1)OCCO2 | -0.8 | 3.7 | -0.8 | 2.1 | 0.2 | 14.9 | -7.6 | 96.0 | 13.9 | 0.8 | 6.8
Cc1ccc(-c2noc(=O)n2CC(=O)Nc2ccc(S(=O)(=O)NC3CC3)cc2)cc1 | 0.4 | 1.3 | 0.6 | 3.8 | -0.1 | -4.4 | 17.9 | 101.7 | -1.7 | 0.4 | 5.0
Cc1ccc(NC(=O)c2c(C(F)(F)F)nn(C)c2Cl)cc1C | 3.4 | -1.1 | 15.3 | 6.4 | -3.1 | -1.8 | 13.7 | 100.2 | 471.8 | 0.5 | -1.7
Cc1ccccc1-c1nnc(Cc2ccccc2)o1 | -3.1 | 1.9 | -3.0 | -5.1 | 0.6 | 12.4 | -9.2 | 101.8 | 18.5 | 5.0 | -4.7
COC(=O)[C@H](Cc1c[nH]c2ccccc12)NC(=O)NCc1ccc(OC)c(OC)c1 | -1.8 | 0.7 | 13.6 | -7.5 | -2.7 | -2.5 | 7.2 | 108.2 | -10.4 | -0.6 | 3.0
O=C(CN(C1CCCCC1)S(=O)(=O)c1ccc(F)cc1)NCCCO | -0.7 | 2.4 | 0.2 | 2.2 | 0.0 | -6.6 | -21.2 | 101.8 | -1.6 | 0.4 | -11.1
O=C(c1coc2ccc(O)cc12)C1CC1 | 2.0 | -1.3 | -5.8 | 2.3 | 1.0 | 3.0 | -3.6 | 99.2 | 6.0 | 2.7 | -6.2
COC(=O)c1sc(NC(=O)CSc2n[nH]c(N)n2)c(C(=O)OC)c1C | 3.8 | 1.0 | 13.3 | -8.9 | -2.5 | 14.1 | 1.0 | 107.1 | -8.8 | -6.2 | -7.2
Cc1ccc(NC(=O)c2cc3ccccc3o2)nc1 | 0.7 | 0.7 | 2.3 | -8.8 | -0.4 | 21.9 | -4.5 | . | 37.2 | 3.6 | -1.3
Cc1cccc(-n2c(C)cc(C)c(C#N)c2=O)c1 | 1.2 | 1.8 | 19.5 | -0.6 | -3.9 | -6.4 | 7.2 | 83.5 | -4.0 | -1.4 | 0.3
CCC(=O)c1ccc(N2CCN(C(=O)c3ccc(F)cc3)CC2)c(F)c1 | -2.7 | 3.6 | -2.1 | 0.0 | 0.4 | -20.6 | 29.6 | 108.3 | -4.4 | 2.6 | -4.6
CSc1ncc2c(=O)[nH]c(-c3ccccc3)nc2n1 | -2.6 | -1.8 | 11.1 | -1.4 | -2.4 | -0.7 | 1.2 | 109.3 | -16.3 | 0.4 | -8.1
Nc1nc(N2CCOCC2)n[nH]1 | . | 4.7 | 3.6 | 2.1 | -0.7 | 24.1 | -8.6 | 102.1 | . | . | -8.4
O=C(c1cc(-c2ccc(O)cc2)on1)N1CCCc2ccccc21 | -2.7 | 3.0 | -16.8 | 6.9 | 2.9 | 1.8 | -13.2 | 92.8 | 3.1 | 0.7 | 4.6
COC(=O)Cc1ccc(OC(=O)CCS(=O)(=O)c2ccc(Cl)cc2)cc1 | -0.4 | 0.4 | -3.7 | -9.5 | 0.7 | -10.7 | . | 95.3 | 30.3 | 2.1 | 2.7

Results in Pemphigus Ab inh and PfHsp90 yeast 2, for 2 of the compounds above:
| SMILES | Pemphigus Ab inh | PfHsp90 yeast 2 |
| --- | --- | --- |
| COc1ccc(CN2C(=O)c3cccnc3C2=O)cc1S(=O)(=O)NC1CCCCC1 | 105.7 | -28.3 |
| COc1ccc(CCNC(=O)CCC2COc3ccccc3O2)cc1OC (stereo not drawn) | 101.3 | 5.7 |

(list continues)
SMILES | Ecoli viability | phage Ecoli inh | OPRM1-OPRD1 inv | Tat transport | MOR-DOR ag | Arrestin-AP2 inh | PfHsp90 yeast 2 | Pemphigus Ab inh | Mot1-301 SUMO | AddAB inh | PKA-R1A act
COC(=O)c1cc(OC)c(OC)cc1NC(=S)N1CCN(C/C=C/c2ccccc2)CC1 | -1.1 | 3.6 | 11.5 | -6.8 | -2.1 | -4.8 | 18.7 | 116.4 | 16.0 | 0.3 | -9.6
COc1cc(NC(=O)COn2nnc3ccc(S(C)(=O)=O)cc32)cc(OC)c1 | 0.9 | 0.3 | 2.5 | -0.6 | -0.5 | -14.3 | . | 119.3 | . | 0.3 | -17.5
O=C(NCN1CCc2ccccc2C1)c1cnccn1 | 1.4 | 3.9 | 3.4 | 1.8 | -0.6 | 3.5 | 0.5 | 100.1 | 16.4 | 1.6 | -13.7
CCOc1ccc(C2NC(=O)NC(C)=C2C(=O)OC)cc1C (stereo not drawn) | -0.6 | -0.7 | 13.4 | -3.3 | -2.7 | 8.5 | . | . | 9.7 | 1.7 | 1.2
CCOc1ccc(NC(=O)CN(Cc2ccccc2)S(C)(=O)=O)cc1 | 1.0 | 2.0 | 1.9 | -3.0 | -0.4 | 3.8 | 5.7 | 96.6 | 11.3 | -1.5 | -3.0
Cc1ccc(CNC(=S)N2CCOCC2)cc1 | -0.4 | 4.1 | 12.9 | 2.9 | -2.6 | 23.4 | 14.7 | 94.9 | 266.0 | 1.0 | 4.8
Cc1ccc(-c2[nH]c(=S)[nH]c(=O)c2C#N)cc1 | 1.7 | 3.4 | 15.9 | -14.5 | -3.2 | 12.3 | -6.1 | 111.1 | -4.4 | 1.2 | -4.6
O=C(NCCc1ccccc1)C1CCN(S(=O)(=O)N2CCC3(CC2)OCCO3)CC1 | -1.6 | -0.7 | 10.4 | -4.0 | -1.9 | 5.0 | -21.0 | 84.3 | -18.1 | -0.7 | 9.3
C/C(=N\NC(=O)CNc1cccc(Cl)c1C)C1CC1 | 1.7 | 3.5 | 4.2 | -1.9 | -0.8 | 8.3 | -11.2 | 98.4 | -7.2 | 1.6 | -3.7
CC1CCC(NC(=O)Cn2c(=O)oc3ccccc32)CC1 (stereo not drawn) | 2.3 | -1.4 | 11.2 | 0.6 | -2.0 | -14.2 | . | . | 36.3 | -0.6 | 11.4
O=C(N/N=C/c1ccc(Br)o1)c1cccnc1 | -0.4 | 0.8 | 10.4 | -6.7 | -2.2 | 2.5 | -10.7 | 105.6 | -13.1 | 3.3 | -4.4
O=C1CSC(c2ccccn2)N1Cc1cn2ccccc2n1 (stereo not drawn) | 0.6 | 0.9 | 6.0 | -2.5 | -1.4 | 0.2 | 31.9 | . | 2.3 | 2.5 | 6.1
CN(C)CCCN(C(=O)c1cc(-c2cccs2)nc2ccccc12)c1nc2ccc(F)cc2s1 | 0.2 | 3.3 | -26.4 | 16.4 | 4.6 | 8.9 | . | . | 64.7 | 0.8 | 4.7
OCCC1CN(Cc2cccc3c2OCO3)CCN1Cc1ccccc1 (stereo not drawn) | -2.0 | 4.1 | 9.0 | -3.7 | -1.6 | 1.6 | 17.8 | 106.4 | -9.8 | -4.4 | -7.9
CS(=O)(=O)c1ccc2nc(NC(=O)c3ccc(N4CCCC4=O)cc3)sc2c1 | -0.9 | 0.9 | 12.5 | 0.3 | -2.3 | 21.3 | -37.7 | 101.2 | 17.6 | 0.5 | -1.3

Bioassay records (PubChem BioAssay)
